Bioassay records as filed in PubChem BioAssay.
PGC1a acetyl inh = inhibitors of PGC1a acetylation signal, primary screen, cell-based, U2OS, AlphaScreen, inhibitor mode; AlphaScreen anti-acetyl-lysine; with virally co-expressed GCN5 acetyltransferase; inhibition, % at 15.6 µM; hit rate 0.17% among 350,000; AID 651687, 2012;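 active = every replicate shows inhibition of at least 40%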;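 note: 0% = neutral control wells and 100% = positive control wells; some results beyond the cut were filed as inactive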
Cneo AK release = Cryptococcus neoformans cell lysis inducers, primary screen, AK release luminescence, single concentration; C. neoformans lysis, adenylate kinase release luminescence, 4 h; normalised: neutral wells 0, clomiphene wells 100; lysis activity, % at 15 µM; hit rate 0.2% among 360,000; AID 651654, 2012;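 active = mean lysis activity across replicates of at least 80%, whatever share of replicates individually reach that level; inactive = mean lysis activity below 80%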
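Assay system: log-phase C. neoformans yeast / Quantity: yeast cell density of 5 × 10^6 cells/mL / Medium: fresh YPD growth medium / Compound: single dose / Timing: static 4 h at 37 °C with compound, 1 h detection / Measured by: adenylate kinase release luminescence / Read-out: lysis from increased AK signal / Benchmarks: Clomiphene as positive lysis control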
PglD DTNB = C. jejuni PglD acetyltransferase inhibitors, primary screen, biochemical, DTNB colorimetric, single point; UDP-N-acetylbacillosamine N-acetyltransferase PglD (Campylobacter jejuni); purified PglD enzyme, DTNB colorimetric CoA detection; inhibition, % at 12.5 µM; hit rate 0.098% among 360,000; in the data active = inhibition above about 16%, passing the limit was not always enough; note: strong numbers were not always called active
CFTR F508del cor = F508del CFTR correction, initial screen, CFBE line, single point | CFBE cells, YFP halide quenching; stimulated with forskolin plus potentiator P3; % fluorescence drop versus neutral controls | activity (quench increase), % at 7.58 µM | hit rate 0.36% among 350,000 | AID 720511, 2013;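 active = mean added fluorescence quench of at least 8% versus neutral control, with both replicates also reaching 8%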;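 note: cells transiently co-express mutant CFTR-F508del with the halide-sensitive YFP; corrector assay measuring rescue of mutant channel to the surface after 24 h compound exposure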
INS-1E GSIS act = GLuc luminescence reporter in INS-1E cells, primary screen for activators of glucose-dependent secretion of insulin. INS-1E GLuc reporter insulin secretion, 2-3 h. hit rate 0.61% among 370,000. activation, % at 16.6 µM;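 active = lowest replicate activation of at least 40%, so every replicate reaches that level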;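 note: 0% = median of neutral control wells and 100% = median of IBMX positive control wells; some compounds called inactive have numbers as strong as hits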
miR-122 sensor = miR-122 Renilla sensor signal increase in Huh7, primary screen, miR-122 inhibitor project, cell-based, single point, plate reader; Huh7 miR-122 Renilla luciferase sensor, 48 h; neutral wells = 0, positive control = 100; activation (reporter increase), % at 12.5 µM; hit rate 0.3% among 340,000; AID 602342, 2012;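 active = mean replicate activation score at least 90 and every replicate individually at or above 90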;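 note: higher luciferase means less miR-122 activity so hits act as miR-122 inhibitors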
FN deposit inh = inhibitors of fibronectin matrix deposition, primary screen, AH1F cells, Alexa488-fibronectin fluorescence, plate reader; AH1F fibroblasts, overnight; inhibition, % at 12.6 µM; hit rate 0.086% among 350,000; AID 743247, 2014;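 active = mean inhibition across replicates of 30% or more, regardless of how many single replicates reach that level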;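 note: positive control wells lacked labelled fibronectin entirely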
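Measured by – fluorescence 485/525 nm · System – AH1F fibroblast monolayer, labelled fibronectin deposition · Amount – 10000 cells per well · Buffer or medium – serum-reduced DMEM (2% serum) · Doses – single dose, pinned · Also added – fluorescent fibronectin at 24 nM final · Schedule – 1 h cell attachment, overnight exposure to compound and label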
C2C12 statin = suppressors of statin myotoxicity in C2C12 myotubes, primary screen, cell-based, single point, plate reader; C2C12 myotubes + simvastatin, ATP luminescence, 48 h; scaled: DMSO 0, geranylgeraniol control 100; rescue of ATP level, % at 7.49 µM; hit rate 0.78% among 330,000; AID 602340, 2012;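 active = mean ATP rescue above about 67%, or every replicate alone reaching that limit, limit read from the data, passing the limit was not always enough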;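 note: myotubes were challenged with 10 µM simvastatin during compound exposure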
Active calls of the source: *; · = not tested or not shown; [ ] = dose if it differs, or a comment.

SMILES	PGC1a acetyl inh	Cneo AK release	PglD DTNB	CFTR F508del cor	INS-1E GSIS act	miR-122 sensor	FN deposit inh	C2C12 statin
COc1ccc(/C=C/C2=Nc3ccccc3NC(C)(C)C2)cc1OC	-7	·	·	-0.6	11	-12	1	2
O=C(CSc1nnc(NC(=O)C2CC2)s1)Nc1ccccc1C(F)(F)F	14	4	3	-1.2	28	-1	7	-25
CCOC(=O)N1CCN(C(=O)CSc2nnc(CNC(=O)c3c(F)cccc3Cl)o2)CC1	-6	-2	-2	·	·	-7	·	·
CCNC(=O)C[C@@H]1CC[C@H](NC(=O)C2CCOCC2)[C@H](CO)O1	-8	1	3	3.4	12	·	·	-2
CN(c1ccccc1C(=O)Nc1cccc(C(F)(F)F)c1)S(C)(=O)=O	-3	3	-7	·	·	-2	·	-2
COc1ccc(C(=O)[C@H]2[C@H]3C(=O)N(c4ccc(OC(C)=O)cc4)C(=O)[C@H]3C3C=CC=NN32)cc1 (stereo partly drawn)	3	·	·	0.0	-4	·	-6	-2
O=C(OCc1nnc(-c2ccccc2)o1)C1CC(=O)N(c2ccccc2)C1 (stereo not drawn)	·	-1	7	-4.2	17	·	·	3
CCC(=O)N1c2ccc(S(=O)(=O)N3CCN(CC)CC3)cc2CC1C (stereo not drawn)	-5	1	-12	-1.2	·	4	-9	-4
Cc1cc(C(=O)Nc2cccc3cccnc23)ccc1[N+](=O)[O-]	2	2	2	-1.8	4	-3	-1	27
COc1ccc(C2CC(=O)CCN2S(=O)(=O)c2ccc(C)cc2)cc1 (stereo not drawn)	-13	2	1	-1.4	3	-5	8	3
Cc1nnc(SCC(=O)Nc2ccccc2F)n(N)c1=O	-3	0	4	-4.1	0	-5	-6	·
COc1ccccc1CN1CC[C@@H]2[C@H]1c1cc(-c3cccc(F)c3)ccc1N[C@@H]2CO	-23	-5	-1	-1.0	11	1[16.7 µM]	7	-10
CNC(=S)Nc1ccc([N+](=O)[O-])c(C)c1	-1	1	1	-0.5	-1	19	-1	1
CN1CCC(OC(=O)COc2ccc(F)cc2)CC1	1	29	4	-2.5	8	-5	-4	9
C[C@@H]1CCCCO[C@H](CN(C)C(=O)Nc2cccc3ccccc23)[C@H](C)CN([C@@H](C)CO)C(=O)c2cc(NS(C)(=O)=O)ccc2O1	-9	0	-3	4.3	5	-6[16.7 µM]	·	·
Cc1ccccc1NC(=O)c1c(Cl)nc(C)c(Cl)c1C	·	3	-8	·	-14	22	-1	·
O=C(COC(=O)COc1cccc(C(F)(F)F)c1)NC1CCCC1	2	0	-3	0.3	2	4	0	5
C[C@@H]1CN([C@H](C)CO)C(=O)Cc2cc(NS(=O)(=O)c3ccc(F)cc3)ccc2O[C@@H]1CN(C)C(=O)Nc1ccc(F)cc1	-2	-3	-2	1.1	-10	2[16.7 µM]	·	17
CCN1C[C@@H]2[C@@H]3C(=O)N(C)C(=O)[C@@H]3[C@](Cc3ccccc3)(C1=O)N2C(=O)c1ccc(C)cc1	·	-5	-3	6.7	7	·	-3	-3
COc1ccc(NC(=O)CN(C)CC(=O)Nc2ccc3c(c2)CCC3)cc1	0	·	·	-0.8	-20	-2	·	·
CC(C(=O)NCc1ccccc1)N1C(=O)CN(C)C(=O)c2ccccc21 (stereo not drawn)	-1	1	2	·	·	-6	·	89*
N#Cc1ccc(-c2ccc([C@@H]3[C@@H](CO)N4C(=O)CN(C(=O)C5CCCC5)C[C@@H]34)cc2)cc1	-2	·	·	-0.9	-1	·	6	·
CC(C)C(=O)Nc1ccc(Br)cc1Cl	2	·	·	2.1	-3	-14	3	8
CSc1ncccc1C(=O)OCC(=O)c1ccccc1	·	-3	0	1.1	9	1	16	-2
CS(=O)(=O)N(Cc1ccccc1)c1ccc(C(=O)NCCSCc2ccco2)cc1	-3	0	-2	·	·	8	-1	9
CO[C@@H]1CN(C)C(=O)c2cc(NC(=O)Nc3cccc(Cl)c3)ccc2OC[C@@H](C)N(C(=O)Nc2c(C)noc2C)C[C@H]1C	4	·	·	-1.4	-1	-16[16.7 µM]	3	33
C[C@H](CO)N1C[C@H](C)[C@H](CN(C)S(=O)(=O)c2ccc(F)cc2)Oc2ccc(NC(=O)CCC(F)(F)F)cc2C1=O	1	5	-1	-0.3	-8	2[16.7 µM]	-5	-13
COc1ccc([C@H]2CC(=O)C=C(c3cc(OC)ccc3OC)C2)cc1	-3	-2	-2	4.4	3	12	20	11
COc1ccc(NC(=O)Nc2ccc3c(c2)[C@@H]2C[C@@H](CC(=O)NCc4ccccc4F)O[C@@H](CO)[C@@H]2O3)cc1	-1	-7	4	-4.1	9	1[16.7 µM]	-16	1
Clc1ccc(-n2nnnc2-c2ccccc2)cc1	1	1	2	·	10	-3	-5	21
Cc1cccc(S(=O)(=O)N[C@@H]2CC[C@@H](CCNC(=O)c3cnccn3)O[C@@H]2CO)c1	4	53	-5	1.2	9	·	-7	10
C[C@@H]1CN([C@H](C)CO)S(=O)(=O)c2ccc(C3=CCCC3)cc2O[C@H]1CN(C)Cc1ccccc1F	16	2	3	1.1	-1	60[16.7 µM]	7	-36
COc1cccc(NC(=O)c2ccccc2N2C(=O)C3C4C=CC(C5CC45)C3C2=O)c1 (stereo not drawn)	-6	1	2	0.4	5	1	-1	6
O=C(O)[C@H](Cc1ccccc1)NC(=O)N1CCCCCC1	6	0	4	0.5	-11	-3	1	4
CC(C)Cc1nnc(NC(=O)CCC(=O)Nc2ccc3cn[nH]c3c2)s1	16	0	2	0.7	19	-1	2	·
CC(C)NC(=O)N(C)C[C@@H]1Oc2ccc(NC(=O)CCC(F)(F)F)cc2C(=O)N([C@H](C)CO)C[C@H]1C	3	4	-1	-2.0	-2	4[16.7 µM]	·	-1
CCN(CC)S(=O)(=O)c1ccc(N2CCCC2)c(NC(=O)CC(C)(C)C)c1	-5	-3	-3	-0.3	7	3	12	-6
c1ccc2c(c1)CCCN2c1nc(N2CCOCC2)nc(N2CCOCC2)n1	-23	0	-2	-4.3	-39	5	6	-8
O=C(c1ccccn1)N1CC[C@@H]2[C@H](CO)Nc3ccc(C#Cc4cccnc4)cc3[C@@H]21	-1	32	3	2.7	2	-8[16.7 µM]	-2	13
COc1ccc(CCC(=O)OCC(=O)Nc2ccc(OC)c(OC)c2)cc1OC	0	0	-2	-0.6	12	-8	0	3
Cc1noc(C)c1S(=O)(=O)Nc1ccc2c(c1)CC(=O)N([C@H](C)CO)C[C@@H](C)[C@H](CN(C)C(=O)Nc1ccc3c(c1)OCO3)O2	5	-1	1	2.9	-10	-1[16.7 µM]	·	-40
COc1ccc(C(=O)NNC(=S)NC2CCCCC2)cc1OC	2	4	0	·	·	0	1	10
Cc1cccc(NC(=O)Cn2c(=O)oc3cc(S(=O)(=O)N4CCCC4)ccc32)n1	-1	-7	-2	-4.4	·	-1	1	12
O=C(NCc1c(O)ccc2ccccc12)c1ccccc1	·	-1	6	-2.9	-18	2	7	13
Cc1cccc[n+]1C1C(c2ccccc2)C(C#N)=C(C(=C=[N-])C#N)NC1(O)C1CC1 (stereo not drawn)	8	-1	0	·	·	-9	·	·
O=C(NCC1CCCO1)c1onc(CSc2ccc(Cl)cc2)c1C(=O)O (stereo not drawn)	1	0	2	-0.6	7	-2	18	-1
COC(=O)Nc1c(-c2ccccc2)nc2ccccn12	-26	-1	-2	·	·	-2	·	1
COc1cc(CC(NC(C)=O)C(=O)NC2CCN(C(=O)C3CC3)CC2)cc(OC)c1 (stereo not drawn)	-3	·	·	3.8	-2	-1	6	·
O=C1Nc2ccc(Br)cc2C1=Nc1cccnc1	2	0	1	0.5	-1	7	-2	·
Cn1c(C(=O)OC(C(=O)NC2CCCCC2)c2cccnc2)cc2sccc21 (stereo not drawn)	-3	14	10	·	·	4	10	3

Whole records, looked up by structure:
Results for `O=C(NCC1CCCO1)c1onc(CSc2ccc(Cl)cc2)c1C(=O)O` (stereo not drawn) = PGC1a acetyl inh = 1; Cneo AK release = 0; PglD DTNB = 2; CFTR F508del cor = -0.6; INS-1E GSIS act = 7; miR-122 sensor = -2; FN deposit inh = 18; C2C12 statin = -1
Results for `O=C(c1ccccn1)N1CC[C@@H]2[C@H](CO)Nc3ccc(C#Cc4cccnc4)cc3[C@@H]21` = PGC1a acetyl inh = -1; Cneo AK release = 32; PglD DTNB = 3; CFTR F508del cor = 2.7; INS-1E GSIS act = 2; miR-122 sensor = -8[16.7 µM]; FN deposit inh = -2; C2C12 statin = 13
Results for `COc1cccc(NC(=O)c2ccccc2N2C(=O)C3C4C=CC(C5CC45)C3C2=O)c1` (stereo not drawn) = PGC1a acetyl inh = -6; Cneo AK release = 1; PglD DTNB = 2; CFTR F508del cor = 0.4; INS-1E GSIS act = 5; miR-122 sensor = 1; FN deposit inh = -1; C2C12 statin = 6

Additional entries
SMILES	PGC1a acetyl inh	Cneo AK release	PglD DTNB	CFTR F508del cor	INS-1E GSIS act	miR-122 sensor	FN deposit inh	C2C12 statin
Cc1cc(C(=O)OCC(=O)Nc2cc(C)on2)c2ccccc2n1	·	4	2	·	12	0	·	-4
COC(=O)c1ccc(C2C(C(=O)c3ccc(C)o3)=C(O)C(=O)N2c2cc(C)on2)cc1 (stereo not drawn)	4	-3	6	-1.0	-6	·	-4	-7
CCC(C(=O)OCC(=O)NC(=O)c1ccccc1OC)c1ccccc1 (stereo not drawn)	·	·	·	2.6	-7	·	-2	-1
CC(=O)Nc1scc(-c2ccccc2)[n+]1-c1ccc(C)cc1	-5	·	·	0.9	14	·	-8	·
CC(C)N1C(=O)c2ccccc2C1C(=O)NC1CCCCCC1 (stereo not drawn)	-9	·	·	·	-3	-3	7	·
Cn1cnc(S(=O)(=O)N2C[C@H](O)COC[C@@H]3O[C@H](CC(=O)NCc4cc(F)cc(F)c4)CC[C@H]32)c1	0	1	-1	-2.5	14	-1[16.7 µM]	-5	4
Cc1nc2c(C)cccn2c(=O)c1NC(=O)c1cccc2ccccc12	·	2	-6	0.2	7	-7	-4	-2
CCCCN(C(=O)c1ccc2c(c1)S(=O)(=O)N=C1CCCCCN12)c1c(N)n(CC(C)C)c(=O)[nH]c1=O	-2	-1	5	-2.5	5	-6	2	11
O=C(Nc1cccc(F)c1)C1CCCN(S(=O)(=O)c2cnc[nH]2)C1 (stereo not drawn)	-3	-3	-1	-2.2	7	-3	3	-21
O=C(CN1C2CCCC1CC(NC(=O)C1CCCCC1)C2)Nc1ccccc1C(F)(F)F (stereo not drawn)	·	-4	-1	-1.5	-16	·	8	-5
COc1ccc(NC(=O)CSc2nc(C)c3c(c2C#N)CCCC3)cc1	6	1	6	·	·	6	-44	-28
CC(C)NC(=O)Nc1ccc2c(c1)C(=O)N([C@@H](C)CO)C[C@H](C)[C@H](CN(C)S(=O)(=O)c1cn(C)cn1)O2	5	6	-1	-1.3	-1	-4[16.7 µM]	-1	·
COc1ccccc1NC(=O)c1nn(C)c(C(=O)Nc2ccccc2OC)c1[N+](=O)[O-]	9	0	-4	-0.3	11	·	6	-3
Cn1c(Cc2ccccc2)nnc1SCC(=O)Nc1ccccc1	1	·	·	-4.9	17	-2	-2	16
